Compound activity from PubChem.
cardiac RTF act – cardiac RTF calcium sensitivity activators, primary screen, biochemical, IANBD-TnC fluorescence, EC20 calcium; 340,000 compounds, 0.24% hits; Troponin I, cardiac muscle (Homo sapiens) + Troponin T, cardiac muscle (Homo sapiens) + …; IANBD-labeled TnC RTF fluorescence at EC20 calcium; 0% EC20 calcium, 100% full calcium; AID 493008, 2010; activation, % at 7.2 µM;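 active means activation above the mean over all tested compounds plus 3 SD, cut at about 30% in these data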;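 further: rise in fluorescence read as greater calcium sensitivity of cardiac thin filaments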
SR-BI HDL uptake – inhibitors of SR-BI mediated HDL lipid uptake, primary screen, ldlA[mSR-BI] cells, fluorescence, single point; ldlA[mSR-BI] CHO cells, DiI-HDL uptake fluorescence, 3 h; inhibition, % at 12.5 µM; 320,000 compounds, 0.96% hits;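 active means mean replicate inhibition of at least 70% and a set share of replicates each scoring 70 or more; inconclusive means meets just one of the two criteria; inactive means fails both criteria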;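 further: 0% = median of neutral control wells and 100% = median of positive control wells; values of inactives mirror those of a sister screen read the other way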
Target sequence (Q61009 whole entry, looked up): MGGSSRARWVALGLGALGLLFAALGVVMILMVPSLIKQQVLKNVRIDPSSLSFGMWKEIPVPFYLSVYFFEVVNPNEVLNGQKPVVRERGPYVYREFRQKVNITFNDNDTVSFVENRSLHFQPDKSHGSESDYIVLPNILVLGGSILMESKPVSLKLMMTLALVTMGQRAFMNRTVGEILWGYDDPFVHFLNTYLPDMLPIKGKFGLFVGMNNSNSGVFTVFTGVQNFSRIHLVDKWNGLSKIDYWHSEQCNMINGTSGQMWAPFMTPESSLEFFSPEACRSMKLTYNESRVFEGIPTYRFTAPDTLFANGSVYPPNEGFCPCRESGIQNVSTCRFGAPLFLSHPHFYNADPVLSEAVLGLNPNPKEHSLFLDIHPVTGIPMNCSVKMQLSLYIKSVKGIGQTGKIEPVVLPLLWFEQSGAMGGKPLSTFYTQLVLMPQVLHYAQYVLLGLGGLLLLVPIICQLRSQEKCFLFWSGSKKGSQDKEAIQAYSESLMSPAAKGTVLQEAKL
HTR5A ag ctr – HTR5A agonists in luminescence cell assay, primary screen, counter-screen for OPRM1-OPRD1 heterodimer agonist project, full-deck HTS; 5-hydroxytryptamine receptor 5A (Homo sapiens), P47898; cell-based; activation, % at 9.3 µM; 340,000 compounds, 0.61% hits; in the data active means activation mostly above about 9.5%, no sharp cut-off; inactive means mostly below about 7.6%;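 further: 0% = cells with vehicle only and 100% = reference agonist; strong numbers were not always called active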
SR-BI DiI-HDL act – activators of SR-BI mediated DiI-HDL uptake, primary screen, ldlA[mSR-BI] CHO cells, DiI fluorescence; 320,000 compounds, 0.096% hits; 3 h; 100 = double the neutral-control signal; activation, % at 12.5 µM;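 active means mean replicate activation of at least 60% and every replicate at or above 60%; inconclusive means mean or all-replicate condition met, but not both; inactive means mean below 60% and not all replicates reaching 60%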;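 further: 0% = median plate neutral-control signal and 100% = twice that signal; values of inactives mirror those of a sister screen read the other way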
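material = CHO ldlA[mSR-BI] cells | medium = Ham's F12 with 0.5% BSA, HEPES 25 mM, pH 7.4 | reagent = fluorescent DiI-HDL, 10 µg/mL final | compound dosing = single-point compound dose | incubation = 3 h, 37 °C | measured by = bottom-read fluorescence, 550/595 nm | measure = HDL uptake via cellular fluorescence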
MITF act – activators of MITF-driven TRPM1 promoter reporter, primary screen, cell-based, SK-MEL-5, luciferase, single point | SK-MEL-5 TRPM1-promoter luciferase, 24 h; % of positive control, neutral wells = 0 | activation, % at 12.5 µM | 300,000 compounds, 0.75% hits;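 active means mean activation of at least 80% with every replicate also reaching 80%; inconclusive means mean reaches 80% but some replicate falls short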;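 further: 0% = neutral control wells and 100% = parthenolide positive control wells; values of inactives mirror those of a sister screen read the other way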
CDK5 inh – inhibitors of human CDK5/p35 kinase, primary screen, biochemical, single concentration. Cyclin-dependent kinase 5 (Homo sapiens) + Cyclin-dependent kinase 5 activator 1 (Homo …. Recombinant CDK5/p35, ADP-Glo luminescence, 60 min. inhibition, % at 10 µM. 330,000 compounds, 0.01% hits. AID 488839, 2010;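 active means highest replicate inhibition of at least 50% and at least 75% of replicates reaching 50%; inconclusive means only one of the two criteria met; inactive means both criteria failed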;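 further: plate controls were DMSO neutral control for no effect and GW8510 at 10 µM for full effect; many of its hits are not listed in these tables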
Wnt act – Wnt/beta-catenin pathway activators, primary screen, cell-based, plate reader, single point; AID 743398, 2014; Wnt/beta-catenin reporter cell assay, activator; activation, % at 9.35 µM; 300,000 compounds, 1.2% hits; in the data active means activation above about 30%, passing the limit was not always enough; inconclusive means no clear call, values can overlap the other calls;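 further: 0% = neutral control wells and 100% = positive control wells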
PvdQ inh – P. aeruginosa PvdQ acylase inhibitors, primary screen, biochemical, fluorescence, plate reader and imaging, single point. purified PvdQ acylase. PvdQ acylase [Pseudomonas aeruginosa LESB58]. inhibition, % at 10 µM. 340,000 compounds, 0.063% hits; in the data active means inhibition above about 30%, passing the limit was not always enough; inconclusive means no clear call, values can overlap the other calls;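 further: 0% = vehicle neutral wells and 100% = reference inhibitor wells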
dFosB act – activators of delta FosB homodimer, primary screen, biochemical, fluorescence polarization, TAMRA-CDK5 oligo, single point | 340,000 compounds, 0.99% hits | activation, % at 25 µM | purified delta FosB; percent of positive-control signal above neutral wells | AID 493131, 2011;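 active means mean activation above about 17%, with every replicate also reaching it, limit read from the data, passing the limit was not always enough; inconclusive means only one of the two conditions met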;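 further: fluorescence polarization rise as delta FosB binds a TAMRA Cdk5 AP-1 oligo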
Rtt109 HAT inh – inhibitors of C. albicans Rtt109/Vps75 HAT, primary screen, biochemical, ThioGlo CoA-SH fluorescence, plate reader | purified Rtt109/Vps75, 4 h | 330,000 compounds, 0.16% hits | Histone acetyltransferase RTT109 (Candida albicans (strain SC5314 / ATCC MYA-2876)), … | inhibition, % at 34.9 µM;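 active means inhibition of at least 50% in every replicate; inconclusive means best replicate reaches 50% inhibition but some replicates fall short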
Target sequence (Q5AAJ8 whole entry, looked up): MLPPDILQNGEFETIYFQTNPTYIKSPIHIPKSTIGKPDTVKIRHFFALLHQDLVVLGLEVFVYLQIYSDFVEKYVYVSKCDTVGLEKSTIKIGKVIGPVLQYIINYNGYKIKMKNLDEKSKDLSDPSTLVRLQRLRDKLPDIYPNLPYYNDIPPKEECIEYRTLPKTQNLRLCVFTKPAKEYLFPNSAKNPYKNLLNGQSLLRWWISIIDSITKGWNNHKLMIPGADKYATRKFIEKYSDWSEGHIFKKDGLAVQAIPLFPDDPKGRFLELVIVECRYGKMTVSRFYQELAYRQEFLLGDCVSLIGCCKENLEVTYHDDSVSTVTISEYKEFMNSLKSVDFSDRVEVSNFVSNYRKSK
An asterisk follows results filed as active; ? = inconclusive; nt = no result given; & = joins results of further samples. This is a random part of the collection; about 4.4% have a hit in one of these screens.

Each structure is followed by: PvdQ inh	HTR5A ag ctr	CDK5 inh	SR-BI DiI-HDL act	cardiac RTF act	dFosB act	Wnt act	SR-BI HDL uptake	MITF act	Rtt109 HAT inh
COc1ccc(NC(=O)N2CCCCC2c2cccnc2)cc1 (configuration not stated)
  -4	-2	1.7	36	2	6	2	-18	10	3
N#Cc1c(NC(=O)CCCC(=O)O)sc2c1CCCCC2
  -3	-3	0.5	?	-3	1	16	-62	-27	2
CC[C@@H](C)[C@H](NC(=O)Cc1c(C)c2cc3c(C)c(C)oc3c(C)c2oc1=O)C(=O)O
  -3	-3	-0.8	-95	-4	0	5	95*	nt	5
COC(=O)Cc1ccc(N(Cc2ccccc2F)S(=O)(=O)c2ccc(C)cc2)cc1
  -6	-6	1.8	-27	2	-9	0	27	2	nt
CC(C)N1C(=O)CCC1C(=O)N1CCCc2ccccc21 (configuration not stated)
  8	1	1.5	20	-6	4	-4	-20	-1	4
O=C(CSc1n[nH]c(=O)n1C1CC1)Nc1ccc(F)c([N+](=O)[O-])c1
  -12	14*	-0.2	9	-1	-2	2	-9	-2	nt
COc1ccc(CC(=O)NCc2nnc(SCc3ccc([N+](=O)[O-])cc3)n2C)cc1
  -3	4	-0.2	nt	1	-12	0	nt	-5	-8
CCOC(=O)C1=C(C)C(c2ccc(OC)cc2OC)NC(=O)N1 (configuration not stated)
  -15	-1	2.7	3	1	-7	nt	-3	-6	-24
CC1CCCCC1NC(=O)COC(=O)/C=C/c1ccco1 (configuration not stated)
  -7	6	0.1	18	1	-5	0	-18	7	-17
COc1ccccc1CNn1c(-c2cccc(C)c2)nc2ccccc2c1=O
  1	9	1.0	7	-4	3	nt	-7	3	nt
Cc1cc(CCN2CCC(=O)NC2=S)ccc1OC(C)C
  -20	2	0.4	6	0	-5	nt	-6	8	1
Cc1ccc(S(=O)(=O)/C(C#N)=C/c2c(N3CCN(C)CC3)nc3ccccn3c2=O)cc1
  4	-2	0.2	-2	-1	-6	-3	2	2	14
CCOc1ccc(OCC)c(NC(=O)c2ccc(CNc3c(N4CCCC4)c(=O)c3=O)cc2)c1
  -8	0	-0.7	nt	-2	-8	-2	nt	-11	-4
COc1cc(C(=O)Oc2cc(C)cc(C)c2)cc(OC)c1OC
  -18	-3	-0.3	-77	-2	4	-1	77*	-3	-1
CCCc1cc(=O)[nH]c2nnc(SCC(=O)Nc3nnc(CC)s3)n12
  -11	1	1.0	5	-4	2	2	-5	1	1
COC(=O)[C@H](Cc1c[nH]c2ccccc12)NC(=O)NCc1ccccc1
  7	1	1.1	-1	-4	-5	0	1	4	-14
Cc1ccccc1-c1nc2cc(N)ccc2o1
  -10	8	-0.6	-17	-3	-2	2	17	32	0
O=C(NC(=S)Nc1ccc2c(c1)OCCO2)c1ccc(F)cc1Cl
  -7	-6	-0.5	-13	-3	-9	5	13	41	-3
O=C(NCCSCc1ccccc1)c1ccc(F)cc1
  -7	-2	-1.8	9	1	4	nt	-9	4	-7
CCOC(=O)/C(C#N)=C/Nc1cc(C(C)(C)C)sc1C(C)=O
  -13	-3	0.5	-22	4	3	-3	22	-4	-50
C=CC[C@@H](CC(=O)N(CCO)Cc1ccccc1)C(=O)N[C@H](COC(=O)[C@@H](CC=C)Cc1ccc(F)cc1)C(C)(C)C
  2	0	-0.6	-17	-3	0	1	17	-5	0
NS(=O)(=O)c1ccc(NC(=O)c2cccc3ccccc23)cc1
  -16	-4	-0.8	-28	8	3	2	28	5	-4
CC(O/N=C/c1ccc(OC(F)F)cc1)C(=O)Nc1cccc(S(=O)(=O)N2CCOCC2)c1 (configuration not stated)
  -9	3	0.6	1	3	-11	-7	-1	-6	-2
COc1ccc(N2CCN(C(=O)COC(=O)c3ccc(CSC)o3)CC2)cc1
  -7	-2	1.0	-18	3	-9	2	18	2	-4
O=C(O)c1cc(NCc2cccs2)ccc1N1CCOCC1
  16	0	-2.0	5	-2	-4	nt	-5	nt	nt
CC(C)CN(C(=O)COC(=O)c1ccc([N+](=O)[O-])s1)c1c(N)n(Cc2ccccc2)c(=O)[nH]c1=O
  4	0	2.8	-5	-6	-5	2	5	-61	14
COc1ccc(CN2CCC(C(=O)Nc3ccc(Oc4cccnc4)cc3)CC2)c(C)c1C
  5	-2	-0.5	3	-7	?	-5	-3	-28	21
Cc1cc(=O)nc2c3ccccc3n(CC(=O)NCCCN3CCOCC3)n12
  -21	6	-0.2	-4	2	-4	nt	4	0	3
CN(C)C(=O)CSc1nnc(CCN)o1
  -2	1	0.6	-7	1	-3	-2	7	-2	-15
CCN(CC(=O)NCC(=O)Nc1cccc(C)c1C)Cc1ccccc1
  -6	-1	-1.1	-4	-3	-2	-2	4	-10	-28
COc1cc(CC(=O)OCC(=O)Nc2ccc([N+](=O)[O-])cc2)cc(OC)c1OC
  -15	0	0.8	-2	5	0	-1	2	21	6
CC(=O)Nc1cc(NC(C)=O)cc(C(=O)NCC2(N3CCOCC3)CCCCC2)c1
  0	8	0.1	17	-4	-7	1	-17	0	-4
COc1ccc([N+](=O)[O-])cc1NC(=O)C(C)OC(=O)CN1C(=O)C2CC=CCC2C1=O (configuration not stated)
  8	-1	0.7	-22	1	-5	-1	22	0	37
Cc1ccccc1NC(=O)CSc1nc(N2CCCCC2)nc(N2CCCCC2)n1
  -8	-1	0.5	-22	-1	-7	1	22	8	-4
CC(=O)Cn1ncc(N2CCOCC2)c(Br)c1=O
  -8	5	-0.4	6	6	-1	-2	-6	12	2
CCCCOc1ccc(C(=O)NN2C(=O)NC3(CCCCC3)C2=O)cc1OC
  -3	6	-0.8	-41	4	-13	1	41	9	-1
Cc1ccc(CN(c2ccc(C(=O)NCc3cccnc3)cc2)S(C)(=O)=O)cc1
  6	-1	-1.7	19	-5	-10	nt	-19	-2	0
O=C(NCCCN1CCCC1)c1ccc(CSCc2cccc(Cl)c2)o1
  7	2	-0.5	-29	-2	-4	-3	29	10	-5
O=C(COC(=O)/C=C/c1ccc(Cl)cc1)NC(=O)NCc1ccccc1
  7	-3	3.0	25	5	2	-3	-25	0	4
c1ccc(CCN2CN=C(Nc3nc4ccccc4s3)NC2)cc1
  -7	2	1.6	17	-7	2	-4	-17	nt	-10
COc1ccc(S(=O)(=O)N2CCCCCC2)cc1N(C)S(=O)(=O)c1ccc(C)cc1
  6	8	-2.9	-39	1	-4	6	39	-2	nt
C[C@]1(C(=O)O)Cc2oncc2C[C@@H]1C(=O)O
  -10	-12	-1.0	22	7	0	0	-22	0	7
CCn1c(SCc2cccc(F)c2)nnc1-c1ccncc1
  -21	2	0.5	-8	7	-5	0	8	-2	2
C[C@@H]1C[C@H](O)c2cc(Cl)ccc2N1
  -7	8	0.6	-4	5	1	-2	4	-7	-5
CCN(CC)S(=O)(=O)c1cccc(C(=O)Nc2cc(C)nn2-c2ccccc2)c1
  -11	2	1.2	-11	-1	-1	-4	11	-7	-2
CCN(CC(=O)Nc1ccccc1OC)C(=O)C1CCC1
  -1	5	1.8	30	3	7	-1	-30	-2	-3
CCOC(=O)c1cc2cc(OCc3ccccc3)ccc2nc1C
  -16	5	-0.2	-14	-2	0	-2	14	8	1
Cc1ccc(-c2nnn(CC(=O)N(Cc3ccco3)C(C(=O)NC(C)(C)C)c3ccncc3)n2)o1 (configuration not stated)
  -7	-6	-2.2	1	-5	-5	-1	-1	9	6
CNC(=O)NC(=O)CSc1nc(-c2cccs2)c(C#N)c(=O)[nH]1
  -7	0	1.0	21	-3	0	1	-21	5	-14
Cc1cc(C)cc(OCC(=O)Nc2cccc(C(=O)O)c2)c1
  21	2	-0.8	11	-3	-1	nt	-11	15	-9

Additional entries:
Each structure is followed by: PvdQ inh	HTR5A ag ctr	CDK5 inh	SR-BI DiI-HDL act	cardiac RTF act	dFosB act	Wnt act	SR-BI HDL uptake	MITF act	Rtt109 HAT inh
CCn1c(SCC(=O)Nc2sc3c(c2C#N)CCCC3)nnc1-c1ccncc1
  -14	0	0.8	-29	5	-2	nt	29	nt	-6
Cc1ccc(C(=O)C[n+]2cc(-c3ccccc3)n3c2CCCCC3)cc1
  -5&-12	-5&2	-0.2&0.5	10&12	0&7	-5&-8	-9	-10&-12	-46&-21	1&-6
Cc1ccc(CN2CCN(Cc3c(C)nn(C(C)C)c3C)CC2CCO)o1 (configuration not stated)
  -3	1	0.5	16	1	-1	-3	-16	2	1
Cc1nn(-c2ccccc2)c(Oc2ccc(F)cc2)c1/C=N/n1cnnc1
  -5	2	-0.3	2	7	-5	nt	-2	13	nt
Cc1ccccc1OCC(=O)OCC(=O)Nc1ccc(Cl)cn1
  -3	1	-1.7	15	7	-3	1	-15	-3	-2
CCOC(=O)c1c(NC(=O)c2cccs2)sc2c1CCCC2
  -6	-2	-0.3	-28	3	7	nt	28	nt	-10
COc1ccc(N(CC(=O)NC2CCCC2)S(=O)(=O)c2ccc(NC(C)=O)cc2)cc1
  -9	5	-2.2	nt	-6	-2	0	nt	18	4
Oc1c(CN2CCCC(C(F)(F)F)C2)cc(Cl)c2ccccc12 (configuration not stated)
  -17	10	-0.3	-27	-7	-2	3	27	-35	-26
C/C(CC(=O)Nc1cccc(Cl)c1Cl)=N\NC(=O)C(=O)N1CCCC1
  -11	-5	-0.4	-5	-2	5	0	5	-6	27
Clc1ccc(-n2cc(-c3ccc(Br)cc3)[n+]3c2CCCCC3)cc1
  -6	0	-5.1	-2	17	-3	-1	2	nt	3
COc1ccc(OC)c(NC(=O)CCN2CC(C)CC(C)C2)c1 (configuration not stated)
  2	-1	-2.6	7	5	-7	nt	-7	6	-4
CC(OC(=O)C1=COCCO1)C(=O)Nc1ncc(Cl)cc1Cl (configuration not stated)
  -6	2	1.2	23	10	-4	-2	-23	-9	2
COc1ccc(C(C(=O)NCC2CCCO2)N(C(=O)CNC(=O)c2cccs2)c2ccc(NC(C)=O)cc2)cc1OC (configuration not stated)
  -12	0	1.6	-14	-4	0	-1	14	2	2
CCc1nc2ccc(C(=O)Nc3ccc4c(c3)OCO4)cc2nc1CC
  -10	2	-5.2	-65	4	-12	2	65	24	0
COc1ccccc1CN(C(=O)CCl)C(C(=O)NC1CCCCC1)c1ccncc1 (configuration not stated)
  -18	3	1.9	41	2	-7	nt	-41	-5	-4
